Pf apPOL inh: Pf-apPOL DNA polymerase inhibition; Recombinant Pf-apPOL, molecular beacon fluorescence, 1.5 h; inhibition, % at 10 µM; 210,000 compounds, 0.25% hits; AID 1794808
mHTT-CaM PPI inh: inhibitors of human mutant huntingtin-calmodulin interaction; P42858; AlphaScreen His-mHTT/GST-CaM binding, luminescence; inhibition, % at 15 µM; 190,000 compounds, 3.6% hits;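 also: 0% = both proteins with DMSO and 100% = one protein alone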
Numbers without * were called inactive; nt = not tested or not shown; & = joins results of further samples. Rule as the data show it: active = inhibition above about 50%; inactive = the rest.

The opening four records (preview)
Below each compound – Pf apPOL inh, mHTT-CaM PPI inh
- CC(C)N(CC1COc2ccccc2C1)C(=O)c1ccnn1C (stereo not given)
 : -7, 8
- Cc1ccc2nc(C(=O)NCc3cccs3)cn2c1
 : -1, -5
- COc1ccc(OC)c(CNC(=O)C2CCN(c3nnc(-c4ccc(C)cc4)o3)CC2)c1
 : -5, 4
- Cc1nc(NC(=O)c2ccc(-n3ccnc3)nn2)sc1C
 : 7, 90*

The listing, previewed entries included:
Below each compound – Pf apPOL inh, mHTT-CaM PPI inh
- CC(C)N(CC1COc2ccccc2C1)C(=O)c1ccnn1C (stereo not given)
 : -7, 8
- Cc1ccc2nc(C(=O)NCc3cccs3)cn2c1
 : -1, -5
- COc1ccc(OC)c(CNC(=O)C2CCN(c3nnc(-c4ccc(C)cc4)o3)CC2)c1
 : -5, 4
- Cc1nc(NC(=O)c2ccc(-n3ccnc3)nn2)sc1C
 : 7, 90*
- CS(=O)(=O)c1ccc2nc(NC(=O)c3cccc(Cl)c3)sc2c1
 : 2, 5
- CCCCCCCCNS(=O)(=O)/C=C/c1cc(C)ccc1CNC(=O)OC(C)(C)C
 : 15, -11
- C=CCc1ccccc1OCC(O)Cn1ccnc1C (stereo not given)
 : -8, 8
- CCC(=O)NCc1nc2c(n1CC)CN(C(=O)c1ccccc1F)CC2
 : 1, 6
- COc1ccc(I)cc1S(=O)(=O)N1CCN(Cc2ccccc2)CC1
 : 3, -7
- O=C(NCc1ccccn1)C1CCCN(c2nnc3ccc(Cl)cn23)C1 (stereo not given)
 : -9, 23
- CSc1oc(-c2ccco2)nc1S(=O)(=O)c1ccc(Br)cc1
 : -2, -5
- CN=c1sc(C(=O)OC)cc(=O)n1C
 : nt, -1
- O=C(NCc1n[nH]c(=O)c2ccccc12)c1cc(-c2cccs2)[nH]n1
 : -11, 2
- O=C1N(c2ccc(F)cc2)c2ncccc2S(=O)(=O)N1Cc1ccccc1
 : 0, 1
- COc1nc(N=C(N)N)nc2ccc(C)cc12
 : 4, 5

Quoted from above for reference:
Below each compound – Pf apPOL inh, mHTT-CaM PPI inh
- CC(C)N(CC1COc2ccccc2C1)C(=O)c1ccnn1C (stereo not given)
 : -7, 8
- Cc1ccc2nc(C(=O)NCc3cccs3)cn2c1
 : -1, -5
- COc1ccc(OC)c(CNC(=O)C2CCN(c3nnc(-c4ccc(C)cc4)o3)CC2)c1
 : -5, 4

(more compounds)
Below each compound – Pf apPOL inh, mHTT-CaM PPI inh
- CCC(C)NC(=O)c1ccc2c(c1)Sc1ncccc1C(=O)N2C1CC1 (stereo not given)
 : 3, 17
- Cc1cc(C)c2c(NC(=O)c3ccc(Cl)cc3)noc2n1
 : -5, -1
- CCn1ccnc1C(O)c1ccc(OCc2ccccc2)c(OC)c1 (stereo not given)
 : -9, 10
- OC(c1ccc2c(c1)OCO2)c1nccc2ccccc12 (stereo not given)
 : -7, 5
- COc1ccc(/C=C2\C=C(c3ccccc3)N(c3cccnc3)C2=O)cc1Br
 : -3, 53*
- Cc1ccccc1C(=O)N(Cc1ccccc1)C(C)(C)C
 : 0, -8
- O=C(CSc1nnc(CCc2nc3ccccc3[nH]2)o1)NCc1ccco1
 : 7, 8
- N#Cc1c(Cl)cccc1Oc1ccc(-c2nnco2)cc1
 : -4, nt
- Cc1nc(SCC(=O)Nc2cccc(C(=O)O)c2)c(C#N)c(C)c1C
 : 3, -1
- COc1ccc(/C=C/C(=O)c2cccs2)cc1[N+](=O)[O-]
 : 1, -2
- COc1cc(O)c(CN2CCCC(C)C2)c2oc(-c3ccccc3)cc(=O)c12 (stereo not given)
 : -8, 4
- CCC(Sc1nnnn1-c1ccccc1)C(=O)Nc1ccc([N+](=O)[O-])cc1 (stereo not given)
 : -1, 6
- Cc1cccc(OCc2nc(-c3ccnc(N4CCCC4)c3)no2)c1
 : 0, -18
- COC(OC)C12c3ccccc3C(c3ccccc31)C1C(=O)N(Cc3ccc(F)cc3)C(=O)C12 (stereo not given)
 : 0, -2
- COc1ccc(/C=C2/C(=O)N(c3ccccc3)N=C2C)cc1Br
 : 2, 20

The results go on:
Below each compound – Pf apPOL inh, mHTT-CaM PPI inh
- C=CCNC(=O)CN(c1ccc(F)cc1)S(=O)(=O)c1ccccc1
 : -8, -2
- COc1ccc(-c2cncc(C(=O)Nc3ccc(C)c(C)c3)c2)cc1
 : 1, -8
- N#CC1=C(N)Oc2c(oc(CO)cc2=O)C1c1cccs1 (stereo not given)
 : 1, 4&5
- CC(C)NC(=O)c1ccc(OCC2CCN(C(=O)Cc3ccc(Cl)cc3)CC2)cc1
 : -3, -3
- CCc1cccc(N=c2oc3c(OC)cccc3cc2C(=O)Nc2nccs2)c1
 : -4, 4
- Cc1ccc(NC(=S)N=CN(C)C)c(C)c1
 : -2, nt
- O=C(NCCc1cccc(Cl)c1)c1cc2ccccc2oc1=O
 : 4, 2
- O=[N+]([O-])c1cccc(-c2ncon2)c1
 : -4, nt
- CC(C)NC(=O)c1cn(-c2ccc(F)cc2)nn1
 : -5, 3
- COc1ccccc1CNC(=O)CN(c1ccc(F)cc1)S(C)(=O)=O
 : -8, 1
- COc1ccc(C2C(C#N)=C(N)N(c3ccc(Cl)cc3)C3=C2C(=O)CCC3)cc1OC (stereo not given)
 : 1, 29
- O=S(=O)(N=S(=O)(/C=C/c1ccccc1)c1ccccc1)c1ccccc1 (stereo not given)
 : -4, 3
- C#CCn1cc(/C=C2/SC(=NC)N(C)C2=O)c2ccccc21
 : nt, 7
- Cc1cccc(NC(=O)Cc2ccc([N+](=O)[O-])cc2)c1
 : 20, 2
- Cc1noc(C)c1CC(=O)N1CCC2(C1)NCc1ccccc1NC2=NC(C)(C)C (stereo not given)
 : -6, 31

Complete entries, quoted from the list:
Shown for CC(C)NC(=O)c1cn(-c2ccc(F)cc2)nn1 = Pf apPOL inh: -5; mHTT-CaM PPI inh: 3
Shown for Cc1cccc(OCc2nc(-c3ccnc(N4CCCC4)c3)no2)c1 = Pf apPOL inh: 0; mHTT-CaM PPI inh: -18

Next structures:
Below each compound – Pf apPOL inh, mHTT-CaM PPI inh
- Cc1cccc(-n2nc3c(c2NC(=O)COc2ccc(Cl)cc2)CSC3)c1
 : -3, -2
- c1csc(C2Nc3ccccc3-c3nc4ccccc4n32)c1 (stereo not given)
 : -6, -16
- CC1CN(Cc2oc(CO)cc(=O)c2O)CC(C)O1 (stereo not given)
 : -9, -1
- CCn1cc(-c2ccc(C)cc2)cc1C(=O)NC(C)c1cccnc1 (stereo not given)
 : -17, 44
- Cc1cccc(-n2nc(C)c3sc(N4CCCN(C(=O)CC(C)C)CC4)nc32)c1
 : 1, 31
- CCc1ccc(C2CC(C(=O)NC3CC3)CN(C(=O)c3ccoc3)C2)cc1 (stereo not given)
 : -6, 12
- Cc1ccc(N2CC(C(=O)NCc3ccccn3)CC2=O)cc1 (stereo not given)
 : -19, 100*
- COc1ccc(NC2CS(=O)(=O)CC2NCc2ccco2)cc1 (stereo not given)
 : -15, 7
- Cc1nc2ccccc2n1CCOc1ccc([N+](=O)[O-])cc1
 : -2, 16
- O=C(Nc1ccc(-c2nc3ccccc3o2)c(O)c1)c1cccc([N+](=O)[O-])c1
 : -2, 28
- Cn1c(CNC(=O)c2ccc(OC(F)(F)F)cc2)nnc1SCc1ccccc1
 : -2&-7, nt
- COc1cc2c(cc1OC)C1(CCCC1)CNC2c1cccc([N+](=O)[O-])c1 (stereo not given)
 : -2, 5
- O=C(c1ccc(-c2cccs2)nc1)N1CCN(c2ccccn2)CC1
 : 0, -5
- Cc1cc(=O)oc2cc3occ(-c4ccc(Br)cc4)c3cc12
 : 2, -7
- Cc1nn(CC(=O)Nc2ccc(Oc3ccc(Cl)cc3)cc2)c(C)c1[N+](=O)[O-]
 : 1, 13

The listing continues.
Below each compound – Pf apPOL inh, mHTT-CaM PPI inh
- CC1CCN(C(=O)C2CCN(c3nc4ccc(-c5ccncc5)nc4s3)CC2)CC1
 : -8, 42
- CCc1ccccc1CSc1n[nH]c(=O)n1Cc1ccco1
 : -12, nt
- CCOc1ccccc1NC(=O)COc1c(C)ccc(C)c1C
 : -2, -62
- Cn1nc(COc2ccccc2)c2c1CCN(C(=O)Nc1ccccc1Cl)C2
 : -2, 28
- COc1ccc(C2CC(=O)C3=C(C2)Nc2ccccc2NC3c2cccc(C)c2)cc1OC (stereo not given)
 : -20, 45
- O=C(Nc1ccc(N2CCN(C(=O)c3ccccc3)CC2)cc1)c1ccc(-c2ccccc2)cc1
 : -5, 3
- Cc1ccc(C(=O)N2CCc3c(c(-c4nc(C5CC5)no4)nn3C)C2)c(C)c1
 : -2, -2
- Cc1noc(C)c1S(=O)(=O)N1CCC(CC(=O)NCc2ccc(OC(C)C)cc2)CC1
 : -1, 1
- Cc1nnc2ccc(-c3cccc(NC(=O)c4cc(Br)ccc4Cl)c3)nn12
 : -4, 57*
- Cc1cc(NC(=O)Cc2ccc(F)cc2)nc2c1c(=O)oc1ccccc12
 : 5, 5
- Cc1ccccc1NC(=O)c1ccc(F)c(S(=O)(=O)N(C)Cc2ccccc2)c1
 : -5, -15
- C#CCSc1nc2ccccc2c(=O)n1C1CCCCC1
 : 1, 14
- Cc1cc([N+](=O)[O-])nn1C(=O)c1ccc([N+](=O)[O-])cc1Cl
 : -5, 1
- ClC(Cl)(Cl)c1nc(-c2ccccc2)nc(C(Cl)(Cl)Cl)n1
 : -3, 11
- O=C1CCN(C2CC(=O)N(c3ccc(Cl)cc3)C2=O)C2CCCCC12 (stereo not given)
 : -2, 5

The list continues.
Below each compound – Pf apPOL inh, mHTT-CaM PPI inh
- O=C(C1CC1)N1CCc2cc(S(=O)(=O)Nc3ccc4c(c3)OCO4)ccc21
 : 18, 25
- CC(=O)Nc1ccccc1C(=O)Nc1ccc(C)cc1
 : -5, -4
- CCC(C)[C@H]1COCCS(=O)(=O)N1Cc1ccc(C)cc1 (stereo not given in full)
 : -1, 3
- Cc1cc(C(=O)N2CC(C)C(c3nc(-c4ccccc4)no3)C2)n[nH]1 (stereo not given)
 : 0, 4
- O=C(Nc1ccc(-c2nc3cc(NC(=O)c4cccs4)ccc3o2)cc1)c1cccs1
 : -27, -4
- O=C(NCC(O)C1CCCCC1)c1ccc(Br)cc1 (stereo not given)
 : 0, -2
- COc1cc(C)nc2ccc(NC(=O)Nc3ccccc3)cc12
 : -1, 10
- CCOc1ccccc1NC(=O)c1cc(S(=O)(=O)N2CCc3ccccc3C2)ccc1F
 : 32, -6
- CCN(CC)S(=O)(=O)c1ccc2[nH]cc(C(=O)N3CCN(c4ccccn4)CC3)c(=O)c2c1
 : -8, 11
- CSCCC(C)(O)CNC(=O)C1(c2ccc(Cl)cc2)CCCC1 (stereo not given)
 : -2, 5
- COc1ccccc1-c1nnc(NC(=O)COc2ccccc2)o1
 : 0, 77*
- Cc1oc(C(C)C)nc1C(=O)Nc1ccc(N2CCOCC2)cc1
 : 0, 8
- CC(C)Sc1ccc(CC(=O)NC2CC(=O)N(C3CC3)C2)cc1 (stereo not given)
 : -5, -10
- CCOc1ccccc1C(=O)N1CCCC(c2n[nH]c(CCOC)n2)C1 (stereo not given)
 : 4, 7
- CCCNC(=O)C(C)(C)Oc1ccc(Cl)cc1
 : -4, -2

(next part)
Below each compound – Pf apPOL inh, mHTT-CaM PPI inh
- CC(C)(C)c1nc(N)nc(NNS(=O)(=O)c2ccccc2C(F)(F)F)n1
 : 0, nt
- COc1ncc(C(=O)NC2CCC(C)CC2)cn1 (stereo not given)
 : 1, -1
- O=[N+]([O-])c1cccc(-c2nnc(-c3ccccc3O)o2)c1
 : -5, 7
- COc1ccccc1-c1cc(C(=O)N2CCCC2c2cccc(F)c2)no1 (stereo not given)
 : 0, -5
- COc1ccc(S(=O)(=O)N2CCN(C)C(c3ccccc3)C2)cc1OC (stereo not given)
 : 1, 10
- CCOCCSC1=C(C#N)C(c2cccc([N+](=O)[O-])c2)C(C(C)=O)=C(C)N1 (stereo not given)
 : -6, 7
- COc1ccc(NC(=O)C(=O)NCc2ccc(OCc3ccccc3)cc2)c(OC)c1
 : -1, -4
- COc1ccc(Cl)cc1NC(=O)COc1ccc(C)c(C)c1
 : -11, -14
- O=[N+]([O-])C1C(c2ccccc2)=NOC1c1ccccc1O (stereo not given)
 : -6, 3
- Cc1cc(C)nc(SCC(=O)N=C2NC(=O)CS2)n1
 : -2, 3
- Cc1cc2nc3c(nc2cc1C)CCCC3
 : -1, nt
- COc1ccc(NC(=O)c2ccc(C)nc2C2CCN(C(=O)C(C)C)CC2)cc1
 : -6, 10
- C[N+]1=C2CCCCC2(C)c2ccccc21 (stereo not given)
 : 1, nt
- CCNC(=O)c1ccc(N2CCc3ccccc32)s1
 : 2, -2
- CC1CCN(C(=O)CSc2nc3c(cnn3-c3ccc(Cl)cc3)c(=O)[nH]2)CC1
 : -2, -3

New compounds follow:
Below each compound – Pf apPOL inh, mHTT-CaM PPI inh
- Cc1ccc([N+](=O)[O-])cc1NC(=O)c1ccco1
 : -3, -2
- CCCCn1c(O)c(C#N)c(C)c(N=Nc2ccc(C#N)cc2)c1=O
 : -12, nt
- O=C(O)c1cc2cc(Br)cc(Br)c2oc1=O
 : -7, 25
- COc1ccc(C=C2Oc3c(CN4CCCC4)c(O)cc(C)c3C2=O)cc1OC
 : -16, 9
- COc1ccccc1-c1noc(C2CCCN2C(=O)c2cccc(F)c2)n1 (stereo not given)
 : -2, 0
- CN(C)c1ccc(C=NNS(=O)(=O)c2ccc(Cl)cc2)cc1
 : -2, nt
- Fc1ccc(-c2csc(Nc3ccc(Br)cc3)n2)cc1
 : 1, 98*
- Cc1ccc(C(C)NC(=O)c2ccc(-c3cncnc3)nc2)c(C)c1 (stereo not given)
 : -1, -1
- Cc1noc(-c2ccccc2Cl)c1C(=O)NCc1ccccc1
 : -4, 0
- Cc1ccc2[nH]cc(CCN3CC(C(=O)Nc4ccc5c(c4)OCO5)CC3=O)c2c1 (stereo not given)
 : 0, 35
- CC(=O)N(CC(C)(C)CC=C(C)C)c1ccccc1
 : -4, -8

Single values from above:
Cc1ccc(C(C)NC(=O)c2ccc(-c3cncnc3)nc2)c(C)c1 (stereo not given) – Pf apPOL inh = -1
O=C(O)c1cc2cc(Br)cc(Br)c2oc1=O – mHTT-CaM PPI inh = 25
Cc1ccc2[nH]cc(CCN3CC(C(=O)Nc4ccc5c(c4)OCO5)CC3=O)c2c1 (stereo not given) – mHTT-CaM PPI inh = 35

Screening results deposited in PubChem BioAssay by University of Kansas High Throughput Screening Laboratory.
